TRHR PAM: qHTS for Small Molecule Agonists and Allosteric Enhancers of Human TRH Receptor: Primary Screen for Enhancers. Thyrotropin-releasing hormone receptor (Homo sapiens), P34981. TRHR cells, fluo-8 calcium fluorescence, EC20 TRH enhancement. enhancement, % at 2 µM. 0.66% of 360,000 active. AID 493056, 2011; in the data active means enhancement above about 30%; further: 0% is about no effect
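Enhancer read-out: after compound pinning and an initial kinetic agonist-mode read, an EC20 of TRH (10 nM final) was injected and fluo-8 calcium signal (Ex 480/Em 530) followed at 1 s/cycle for 100 cycles in TRHR-expressing cells.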
D2 potentiator: HTS Assay for Positive Allosteric Modulators of the Human D2 Dopamine Receptor: Primary Screen for Potentiators. HEK293 T-REx D2, calcium flux, EC20 dopamine potentiation. AID 485347, 2010. potentiation, % at 10 µM. D(2) dopamine receptor (Homo sapiens), P14416. 0.34% of 340,000 active;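 active means potentiation over 3 SD above the plate norm, cut at about 30% in these data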; further: 0% is about no effect
Target sequence (P14416 whole entry, looked up): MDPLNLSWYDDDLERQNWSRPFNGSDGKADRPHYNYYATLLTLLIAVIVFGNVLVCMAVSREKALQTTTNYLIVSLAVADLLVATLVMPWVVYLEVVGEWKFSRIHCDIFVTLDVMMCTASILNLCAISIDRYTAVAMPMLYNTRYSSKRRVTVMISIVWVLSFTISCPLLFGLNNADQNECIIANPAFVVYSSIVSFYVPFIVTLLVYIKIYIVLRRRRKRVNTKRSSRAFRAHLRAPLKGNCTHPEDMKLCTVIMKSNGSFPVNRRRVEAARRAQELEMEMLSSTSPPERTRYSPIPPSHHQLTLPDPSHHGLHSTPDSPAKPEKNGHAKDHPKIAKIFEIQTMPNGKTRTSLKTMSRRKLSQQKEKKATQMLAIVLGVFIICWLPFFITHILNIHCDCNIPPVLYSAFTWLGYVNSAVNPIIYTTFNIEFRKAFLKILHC
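Using a no-wash calcium dye in inducible, force-coupled HEK293 Trex cells expressing D2, we tracked fluorescence each second for 180 s after compound, then for 180 s after EC20 dopamine to detect augmented signalling.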
D1 antag: Antagonist of Human D 1 Dopamine Receptor: qHTS; HEK293 TREx D1 cells, calcium flux, dopamine EC80; active compounds read low; 3.2% of 360,000 active; activity change, negative = inhibition, % at 10 µM; in the data active means activity change below about -30%; further: on the % scale 0 is the no-effect control and ±100 the full control effect
Target sequence (P21728 whole entry, looked up): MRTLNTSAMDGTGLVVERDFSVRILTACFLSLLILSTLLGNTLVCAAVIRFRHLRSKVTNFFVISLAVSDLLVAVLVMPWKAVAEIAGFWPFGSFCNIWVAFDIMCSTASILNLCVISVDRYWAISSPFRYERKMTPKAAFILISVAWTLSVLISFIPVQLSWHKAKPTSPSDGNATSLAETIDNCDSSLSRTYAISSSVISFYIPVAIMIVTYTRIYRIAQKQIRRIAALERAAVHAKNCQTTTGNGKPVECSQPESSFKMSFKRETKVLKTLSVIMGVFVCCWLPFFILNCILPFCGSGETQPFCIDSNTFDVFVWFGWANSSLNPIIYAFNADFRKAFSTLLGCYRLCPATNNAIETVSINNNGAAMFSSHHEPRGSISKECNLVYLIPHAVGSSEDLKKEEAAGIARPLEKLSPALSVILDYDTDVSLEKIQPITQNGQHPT
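Tetracycline-induced HEK293 T-REx cells with force-coupled D1 receptor were loaded with a no-wash calcium dye. Compound was added after a 10 s baseline and read kinetically for 180 s; EC80 dopamine was then added and calcium flux followed another 180 s.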
D2 ag: HTS Assay for Allosteric Agonists of the Human D2 Dopamine Receptor: Primary Screen for Agonists; HEK293 T-REx D2 cells, calcium flux agonist mode; activation, % at 2 µM; AID 485358, 2010; D(2) dopamine receptor (Homo sapiens), P14416; 0.53% of 340,000 active;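 active means activation over 3 SD above normal in the single-dose calcium agonist read, cut at about 30% in these data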; further: 0% is about no effect
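Agonism scored from kinetic calcium signal (1 read/sec, 180 s) following compound pin transfer, after a 10 s baseline. Cells: HEK293 Trex line expressing inducible D2 receptor coupled to calcium, dye-loaded after overnight culture at 30 C.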
D1 ag: Allosteric Agonists of the Human D1 Dopamine Receptor: qHTS. activation, % at 2 µM. 1% of 360,000 active. HEK293 T-REx D1 cells, calcium flux, agonist mode; further: 0% is about no effect
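Agonism was scored from calcium flux recorded over 180 s (1 read/s) after pintool compound addition, following a 10-cycle baseline. Cells were inducible force-coupled HEK293 TREx D1, plated overnight at 30 C and loaded with no-wash calcium dye.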
D2 antag: HTS Assay for Allosteric Antagonists of the Human D2 Dopamine Receptor: Primary Screen for Antagonists; HEK293 TREx D2 cells, calcium flux, dopamine EC80; 2% of 340,000 active; D(2) dopamine receptor (Homo sapiens), P14416; inhibition, % at 10 µM; in the data active means inhibition above about 30%; further: 0% is about no effect
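Dopamine at EC80 is the agonist stimulus; test compounds precede it by 180 s. Calcium flux read kinetically in a force-coupled, inducible HEK293 T-REx D2 cell line.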
D1 PAM: Potentiators of Human D1 Dopamine Receptor: qHTS. D(1A) dopamine receptor (Homo sapiens), P21728. HEK293 TREx D1 cells, calcium flux, dopamine EC20 potentiation. potentiation, % at 10 µM. 0.036% of 360,000 active; in the data active means potentiation above about 30%; further: 0% is about no effect
TRHR agonist: qHTS for Small Molecule Agonists and Allosteric Enhancers of Human TRH Receptor: Primary Screen for Agonists; Thyrotropin-releasing hormone receptor (Homo sapiens), P34981; TRHR cells, calcium flux fluo-8, FDSS agonist mode; activation, % at 2 µM; 0.18% of 360,000 active; AID 493084, 2011; further: 0% is about no effect
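Agonist-mode FDSS calcium read (Ex 480/Em 530, 1 s cycles) in 1536-well TRHR cells with fluo-8 dye, after 10-cycle baseline and 23 nL compound addition; TRH at EC20 (10 nM final) added afterwards for the enhancer phase.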
RXFP1 antag: qHTS Assay for Antagonists of the Relaxin Receptor RXFP1; AID 1259400, 2018; 0.59% of 350,000 active; activity change, negative = inhibition, % at 57.5 µM; HEK293-RXFP1, relaxin-stimulated cAMP HTRF, 30 min; active compounds read low;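 active means activity change of -60% or lower, but not beyond a set lower limit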; further: on the % scale 0 is the no-effect control and ±100 the full control effect
Numbers without * were called inactive; . = no result given; & = joins results of further samples. Unless noted, no stated cut-off is given here; in the data, active means activation above about 30%; inactive means the rest.

nr | smiles | D1 antag | D2 antag | TRHR agonist | D2 potentiator | TRHR PAM
1 | Cc1cc(C)cc(N(CC(=O)NCc2ccccc2Cl)S(=O)(=O)c2c(C)noc2C)c1 | -14 | . | -0.2 | 16 | -2
2 | O=C(COc1ccccc1[N+](=O)[O-])N(Cc1ccco1)C1CCS(=O)(=O)C1 (configuration not stated) | 18 | -6 | 0.5 | -1 | 4
3 | O=C(NN1C(=O)c2ccccc2NC1c1ccccc1OCc1ccccc1)c1ccncc1 (configuration not stated) | 1 | -5 | -0.6 | -2 | 2
4 | Cc1ccc(S(=O)(=O)NCC(=O)N(CC2CCCO2)C(C(=O)NCC2CCCO2)C(C)C)cc1 (configuration not stated) | -4 | 20 | -0.1 | -6 | 0
5 | CCN(Cc1ccccc1)S(=O)(=O)c1cc(C(=O)O)ccc1OC | 28 | -3 | 0.2 | 3 | -3
6 | O=C(NCCc1ccccc1)/C(=C\c1ccc([N+](=O)[O-])cc1)NC(=O)c1ccc(Br)cc1 | -24 | . | 0.5 | . | -2
7 | CN(C)NC(=S)Nc1cccc(Cl)c1 | 0 | 45* | 1.0 | 2 | 1
8 | O=C(COC(=O)CCC(=O)c1ccc(F)cc1)Nc1cccc(S(=O)(=O)N2CCOCC2)c1 | -1 | -6 | -0.2 | -1 | 33*
9 | Cc1cc(C)cc(Oc2coc3cc(OC(=O)c4cccnc4)ccc3c2=O)c1 | 2 | 7 | -1.2 | 3 | -4
10 | COc1ccc(-c2csc(NC(=S)NC(=O)c3ccc(S(=O)(=O)N(C)C)cc3)n2)cc1OC | 7 | 0 | 0.2 | -4 | -4

nr | D1 ag | D1 PAM | RXFP1 antag | D2 ag
1 | 1 | 4 | . | -0.1
2 | 2 | 2 | 17 | 0.7
3 | 1 | 4 | -5 | -0.3
4 | 1 | -6 | 19 | -0.2
5 | 0 | -3 | 0 | -0.6
6 | 8 | -7 | -1 | .
7 | 1 | 0 | -6 | 0.8
8 | 7 | 0 | 1 | 1.7
9 | 4 | -8 | -6 | -1.3
10 | 0 | 1 | 0 | 0.2

(further entries)
nr | smiles | D1 antag | D2 antag | TRHR agonist | D2 potentiator | TRHR PAM
11 | CCOc1ccc(C(=O)NCc2nc3cccnc3n2Cc2cccc(OC)c2)cc1 | 8 | . | -0.2 | 6 | -3
12 | COc1ccc(NC(=O)CNC(c2ccccc2)c2ccccc2)cc1Cl | -1 | -3 | 0.0 | 4 | -7
13 | COc1cc(C2/C(=C(\O)c3ccc4c(c3)CC(C)O4)C(=O)C(=O)N2CCCn2ccnc2)ccc1O (configuration not stated) | -1 | -3 | 0.2 | 3 | 4
14 | O=C(NCc1ccc2c(c1)OCO2)C(c1ccco1)N(C(=O)c1csnn1)c1ccccc1 (configuration not stated) | 9 | -7 | -0.2 | 6 | -1
15 | COc1ccc(Nc2nc(C)cc(C)c2C(N)=O)cc1 | -9 | 4 | 0.3 | 3 | -8
16 | Cc1sc2ncn(CC(=O)NCC(=O)N3CCN(c4ccc(F)cc4)CC3)c(=O)c2c1C | -3 | -22 | -0.5 | 3 | 1
17 | CCCC(=O)OCC(=O)Nc1cc(C(C)(C)C)nn1-c1ccccc1 | -10 | -20 | -0.5 | 4 | -1
18 | Cc1ccc(-c2nc(N)n(C(=O)c3cccs3)n2)cc1 | 14 | -22 | 0.4 | 3 | 5
19 | N#Cc1c(SCC(=O)Nc2ccccc2)nsc1SCC(=O)Nc1ccccc1 | 13 | 1 | 0.5 | -1 | -1
20 | CCCCN(CC)CCNC(=O)c1cc2c(=O)n(CC)c3ccccc3c2s1 | 10&-8 | 36* | -0.7&-0.1 | 8&-8 | 4&-2

nr | D1 ag | D1 PAM | RXFP1 antag | D2 ag
11 | -1 | -3 | 3 | -0.4
12 | 3 | -5 | -16 | 0.8
13 | 1 | -7 | 13 | 1.3
14 | 2 | 0 | -1 | 0.2
15 | 0 | -7 | -13 | .
16 | -1 | 2 | -3 | 0.1
17 | 1 | -4 | 2 | -0.3
18 | 4 | -3 | -6 | -0.1
19 | 2 | -8 | -21 | -1.4
20 | 3&3 | -4&-3 | 3 | -3.1&1.0

Continuation:
nr | smiles | D1 antag | D2 antag | TRHR agonist | D2 potentiator | TRHR PAM
21 | Cc1cccc(-n2c(=O)c3ccccc3n3c(=S)[nH]nc23)c1C | 13 | 2 | -0.1 | . | 5
22 | CCC(CC)c1nnc(NC(=O)CS(=O)(=O)c2ccc(C)cc2)s1 | 4 | 1 | 0.1 | 5 | 0
23 | COc1cccc(C(=O)Nc2nnc(SCC(=O)Nc3ccc(NC(C)=O)cc3)s2)c1 | -1 | 0 | -0.1 | 5 | -2
24 | Cc1ccc(/C=N/Nc2nc(Cl)c(Cl)cc2Cl)s1 | 1 | -12 | -0.9 | -5 | -6
25 | Cc1cccc(-c2nc(SCC(=O)NCc3ccco3)c3c(=O)n(C)c(=O)n(C)c3n2)c1 | -17 | . | 0.8 | 5 | 3
26 | CC1CCCC(NC(=O)COC(=O)c2cccs2)C1C (configuration not stated) | -4 | -2 | 0.8 | -3 | -5
27 | Cc1cccc(NC(=O)CSc2nc3ccccc3nc2N2CCOCC2)c1C | -1 | . | 0.0 | -7 | 8
28 | COc1ccc(NC(=O)C2CCN(C(=O)c3cccs3)CC2)c(OC)c1 | -24 | 21 | -0.5 | -4 | -5
29 | CCOC(=O)C1(CCOc2ccccc2)CCN(Cc2ccc(NC(C)=O)cc2)CC1 | -21 | 1 | 0.4 | -19 | 7
30 | Cc1ccnc(N2C3CCC2CC(O)(c2ccccc2)C3)n1 (configuration not stated) | 10 | 2 | -0.3 | -6 | 2

nr | D1 ag | D1 PAM | RXFP1 antag | D2 ag
21 | 0 | -7 | -34 | 3.7
22 | 2 | 3 | -4 | 0.1
23 | 1 | -1 | -18 | -0.9
24 | 2 | 1 | -3 | 1.7
25 | 3 | 0 | -2 | -0.2
26 | 0 | 7 | -12 | -0.3
27 | 0 | -2 | . | -1.0
28 | 2 | -1 | 4 | -0.2
29 | 12 | -6 | 7 | 1.1
30 | 1 | -2 | -4 | -0.5

Next part
nr | smiles | D1 antag | D2 antag | TRHR agonist | D2 potentiator | TRHR PAM
31 | O=C(CNc1cccc2ccccc12)c1ccc([N+](=O)[O-])cc1 | -5 | -17 | 0.1 | -4 | -3
32 | Cc1ccc(C(=O)Nc2nnc(C)s2)cc1 | -3 | -5 | 0.2 | . | -1
33 | Cc1ccc(-n2c(SCc3nc(-c4ccccc4C)no3)nnc2-c2ccncc2)cc1C | -34* | . | -0.7 | -12 | 1
34 | CCN1CCN(C(=O)C2(NC(=O)Nc3cccc(F)c3)CCCCC2)CC1 | 4 | -10 | 0.2 | 7 | 1
35 | COc1ccc(NC(=O)CN2CCN(Cc3ccc4c(c3)OCO4)CC2)cc1OC | -10 | . | 0.1 | -10 | 7
36 | Cc1nc(NC2=NCN(Cc3cccnc3)CN2)nc2ccccc12 | -2 | 7 | 0.1 | -3 | 0
37 | C#CCNC(=O)C1=C[C@H](C2CCCCC2)C[C@H](OCCCCO)O1 | 20 | -3 | -0.4 | 9 | 2
38 | COc1ccc(C2/C(=C(/O)c3ccc(Br)cc3)C(=O)C(=O)N2C)cc1 (configuration not stated) | 0 | -2 | -0.2 | 3 | -5
39 | CCCOC(=O)/C(C(N)=NCc1ccccc1)=C(\O)OCCC | -2 | -1 | 3.3 | 1 | -5
40 | COc1ccccc1CNC(=O)c1cn(C)c2ccc(S(=O)(=O)N3CCC(C)CC3)cc2c1=O | 1 | . | -0.2 | 2 | 6

nr | D1 ag | D1 PAM | RXFP1 antag | D2 ag
31 | 0 | -3 | 16 | 0.7
32 | 0 | -2 | -12 | -0.3
33 | 13 | -1 | -6 | -1.2
34 | 1 | -12 | -16 | 0.6
35 | 2 | -3 | 4 | .
36 | 1 | -3 | 7 | -0.2
37 | -5 | -2 | . | -0.2
38 | 5 | 0 | 3 | 0.9
39 | 6 | -4 | 3 | 0.2
40 | 0 | 6 | -2 | 0.2

A portion taken from the entries so far, for reference:
nr | smiles | D1 antag | D2 antag | TRHR agonist | D2 potentiator | TRHR PAM
15 | COc1ccc(Nc2nc(C)cc(C)c2C(N)=O)cc1 | -9 | 4 | 0.3 | 3 | -8
16 | Cc1sc2ncn(CC(=O)NCC(=O)N3CCN(c4ccc(F)cc4)CC3)c(=O)c2c1C | -3 | -22 | -0.5 | 3 | 1
17 | CCCC(=O)OCC(=O)Nc1cc(C(C)(C)C)nn1-c1ccccc1 | -10 | -20 | -0.5 | 4 | -1

nr | D1 ag | D1 PAM | RXFP1 antag | D2 ag
15 | 0 | -7 | -13 | .
16 | -1 | 2 | -3 | 0.1
17 | 1 | -4 | 2 | -0.3

Next part
nr | smiles | D1 antag | D2 antag | TRHR agonist | D2 potentiator | TRHR PAM
41 | Cc1ccc(CN(C(=O)COc2ccc(Cl)cc2Cl)C2CCS(=O)(=O)C2)o1 (configuration not stated) | -2 | . | 1.0 | -8 | 2
42 | COc1ccc(C(=O)NCCN2CCOCC2)cc1[N+](=O)[O-] | -9 | 3 | 0.7 | -5 | 5
43 | NC(=O)c1ccc(SCC(=O)NC2CCCCC2)c([N+](=O)[O-])c1 | 6 | -11 | -0.3 | -1 | -9
44 | O=C(NCc1ccccc1)C1=C[C@H](c2ccc(Br)cc2)C[C@H](OCc2ccc(CO)cc2)O1 | 2 | 10 | -0.6 | 11 | -6
45 | COC(=O)C(CCSC)NC(=O)Cn1ncc2c(=O)oc3ccccc3c21 (configuration not stated) | 3 | . | -1.1 | . | 1
46 | O=[N+]([O-])c1ccc2nc(SCc3cn4cc(Cl)ccc4n3)[nH]c2c1 | 4 | 6 | 0.1 | -4 | -3
47 | CN(Cc1ccccc1)C(=O)c1cccnc1 | 2 | 4 | 0.1 | 0 | 9
48 | O=S(=O)(c1ccc(F)cc1)N(Cc1nc(-c2ccc(Cl)cc2)no1)C1CCCCC1 | -7 | . | 1.3 | . | 0
49 | Cc1c(NC(=O)c2ccc(N(C)S(=O)(=O)c3ccccc3)cc2)c(=O)n(-c2ccccc2)n1C | 11 | 4 | -0.3 | 3 | 18
50 | CCOC(=O)CC1C(=O)NCCN1c1nc2c(C)cccn2c(=O)c1/C=C1\SC(=S)N(C(C)CC)C1=O (configuration not stated) | -23 | 21 | 52* | -7 | 1
51 | CC(C)c1nc2c(s1)CCc1onc(-c3cccc([N+](=O)[O-])c3)c1-2 | -24 | 1 | -0.3 | -10 | -2

nr | D1 ag | D1 PAM | RXFP1 antag | D2 ag
41 | 2 | 1 | -17 | 4.1
42 | 8 | 1 | -20 | -0.1
43 | 4 | 4 | -38 | 1.0
44 | 32* | -3 | . | 0.0
45 | 15 | . | -3 | .
46 | 5 | -3 | -27 | 0.2
47 | 9 | 3 | 0 | -0.7
48 | 10 | -4 | -5 | 0.5
49 | 1 | 1 | 1 | 1.5
50 | 265* | -12 | -5 | 62*
51 | 2 | -7 | . | -0.1
